# V1aR counter = agonists of human V1a receptor, primary screen, counter-screen for OXTR agonist project, fluorescence, CHO-V1R cells | Fluo-8 calcium fluorescence, agonist mode; 0% DMSO, 100% 3 nM vasopressin | activation, % at 3 µM | hit rate 0.25% among 320,000 | AID 2797, 2010;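 active = activation above the mean activation of all tested compounds plus 3 SD, per screening run, cut at about 20% in these data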;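 note: signal is peak over basal fluorescence ratio across a 100 second FLIPR read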
# CHO parental Ca = ATP-evoked calcium signal inhibitors, parental CHO, primary screen, counter-screen for OX1R antagonist project, cell-based, fluorescence, Fluo-8 calcium dye. AID 463079, 2010. parental CHO-K1, ATP-induced calcium, Fluo-8 fluorescence. inhibition, % at 5.6 µM. hit rate 0.63% among 330,000;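 active = inhibition above that plate's mean sample inhibition plus 3 SD, cut at about 26% in these data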;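 note: 0% = ATP-challenged DMSO wells and 100% = DMSO wells without ATP; some compounds past the cut are filed as inactive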
#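 Assay system: untransfected parental CHO cell line. Also added: ATP agonist challenge. Dosing: one dose, 5.6 µM nominal. Measured by: Fluo-8 fluorescence. Read-out: % inhibition. Benchmarks: ATP wells versus no-ATP DMSO wells. Repeats: no replicates.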
# TAAR1 antagonist = human TAAR1 antagonists, primary screen, Fluo-8 calcium fluorescence, CHO RD-HGA16 cells; Trace amine-associated receptor 1 (Homo sapiens), Q96RJ0; antagonist; inhibition, % at 3 µM; hit rate 1.5% among 360,000;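 active = inhibition above a per-plate cutoff, the mean inhibition of test compounds on that plate plus 3 SD, cut at about 49% in these data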;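 note: 0% = DMSO plus EC80 beta-PEA response and 100% = DMSO alone without agonist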
# Target sequence (Q96RJ0 whole entry, looked up): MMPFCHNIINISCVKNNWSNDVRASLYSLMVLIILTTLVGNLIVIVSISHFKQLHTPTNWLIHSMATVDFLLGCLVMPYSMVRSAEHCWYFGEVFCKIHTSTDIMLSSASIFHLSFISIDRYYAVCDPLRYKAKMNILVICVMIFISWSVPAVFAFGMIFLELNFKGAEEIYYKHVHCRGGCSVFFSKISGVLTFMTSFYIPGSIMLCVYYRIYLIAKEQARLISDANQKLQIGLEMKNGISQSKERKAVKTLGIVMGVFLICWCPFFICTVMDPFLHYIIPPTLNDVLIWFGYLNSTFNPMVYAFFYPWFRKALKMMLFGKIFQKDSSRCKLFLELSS
#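 Material: RD-HGA16 CHO cells with stable hTAAR1 and Gα16; Dosing: single nominal final test compound concentration of 3 µM; Schedule: seeding 17-24 h prior, 75-min 37 °C, 30-min RT dye loading; Detection: kinetic Fluo-8 calcium fluorescence measurement; Measure: % inhibition from peak post-agonist over basal fluorescence ratio; Benchmarks: vehicle and agonist controls.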
# OXTR ag = human OXTR agonists, primary screen, fluorescence, CHO-OTR cells, Fluo-8 calcium; Oxytocin receptor (Homo sapiens), P30559; hit rate 0.32% among 320,000; activation, % at 3 µM; Fluo-8 calcium fluorescence; normalized: DMSO 0%, oxytocin 100%;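 active = activation above the mean of all tested compounds plus 3 SD, cutoff set per screening run, cut at about 20% in these data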;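 note: peak over basal fluorescence ratio from a 100 s FLIPR kinetic read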
# Target sequence (P30559 whole entry, looked up): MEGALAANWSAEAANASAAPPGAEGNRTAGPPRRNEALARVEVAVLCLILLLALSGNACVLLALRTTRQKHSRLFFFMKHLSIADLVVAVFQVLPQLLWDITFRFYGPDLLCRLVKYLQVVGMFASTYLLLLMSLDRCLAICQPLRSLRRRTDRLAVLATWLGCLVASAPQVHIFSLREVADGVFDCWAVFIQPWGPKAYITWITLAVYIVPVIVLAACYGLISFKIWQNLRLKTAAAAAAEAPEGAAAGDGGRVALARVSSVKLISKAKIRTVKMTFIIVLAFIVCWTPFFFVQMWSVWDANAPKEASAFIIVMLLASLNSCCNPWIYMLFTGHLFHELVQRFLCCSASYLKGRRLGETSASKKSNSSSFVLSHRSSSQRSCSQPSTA
# CHRM1 PAM = human M1 muscarinic receptor positive allosteric modulators, primary screen, CHO-K1 cells, Fluo-8 calcium fluorescence, 1536-well; Muscarinic acetylcholine receptor M1 (Homo sapiens), P11229; CHO-K1 hM1, ACh EC20; 0% = ACh EC20, 100% = maximal ACh; activation, % at 3 µM; hit rate 0.088% among 360,000; in the data active = activation above about 19%, passing the limit was not always enough
# OXTR potentiator = human OXTR potentiators, primary screen, fluorescence, CHO-OTR cells, Fluo-8 calcium | Oxytocin receptor (Homo sapiens), P30559 | Fluo-8 calcium fluorescence, potentiator mode; 0% = oxytocin EC15, 100% = EC100 | activation, % at 3 µM | hit rate 0.061% among 320,000;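 active = activation above that plate's cutoff, the mean activation of tested compounds plus 3 SD, cut at about 6.6% in these data, passing the limit was not always enough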;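 note: 100% uses oxytocin at 75 nM as the full agonist control; some results filed as inactive read as strong as hits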
#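 Assay system: CHO cell line stably expressing human OTR | Also added: Oxytocin at about EC15, sub-maximal agonist stimulus | Times: Compound 6 min at room temperature before oxytocin, 100 s read | Measured by: Fluo-8 intracellular calcium fluorescence, ex 470-495, em 515-575 nm | Controls: EC15 oxytocin alone as 0%, 75 nM oxytocin as 100%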
# TAAR1 agonist = human TAAR1 agonists, primary screen, Fluo-8 calcium fluorescence, CHO RD-HGA16 cells. Trace amine-associated receptor 1 (Homo sapiens), Q96RJ0. vehicle wells 0%, saturating PEA agonist 100%. hit rate 0.99% among 360,000. activation, % at 3 µM;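 active = activation above the mean activation of all test compounds in the run plus 3 SD, cut at about 38% in these data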
#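 Test system: RD-HGA16 (CHO) cells co-expressing Gα16 and hTAAR1 | Doses: Single dose, 3 µM | Schedule: 17-24 h seeding, 75 min 37 °C dye, 30 min RT | Evaluation: % activation from peak over basal fluorescence ratio, DMSO-to-PEA scaled | Technique: Kinetic Fluo-8 calcium fluorescence | Benchmarks: Low control DMSO, high control PEA (EC100)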
# M1 antag = human M1 muscarinic receptor antagonists, primary screen, CHO-K1 cells, Fluo-8 calcium fluorescence, 1536-well. Muscarinic acetylcholine receptor M1 (Homo sapiens), P11229. CHO-K1 hM1, ACh EC80 antagonist. inhibition, % at 3 µM. hit rate 1.3% among 360,000;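 active = percent inhibition above its own plate's cutoff, namely the mean of that plate's compound wells plus 3 SD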;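 note: peak over basal fluorescence ratio during 140 s after agonist addition; 0% = ACh EC80 plus DMSO and 100% = DMSO alone without agonist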
# M1 ag = human M1 muscarinic receptor agonists, primary screen, Fluo-8 calcium fluorescence, CHO-K1 cells, HTS; Muscarinic acetylcholine receptor M1 (Homo sapiens), P11229; CHO-K1 hM1, agonist mode; 0% DMSO, 100% acetylcholine EC100; activation, % at 3 µM; hit rate 0.33% among 360,000;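 active = activation above the run's mean compound activation plus 3 SD, cut at about 16% in these data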;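 note: peak over basal fluorescence ratio within a 140 s kinetic read after compound addition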
# An asterisk follows results filed as active; · = not tested or not shown. Compounds as they come; overall some 3.7% were active at least once.
SMILES,V1aR counter,CHO parental Ca,TAAR1 antagonist,OXTR ag,CHRM1 PAM,OXTR potentiator,TAAR1 agonist,M1 antag,M1 ag
COc1ccc(N2CCN(C(=O)c3ccc4c(c3)NC(=O)C(CSCc3ccc(C)cc3)N4)CC2)cc1 (configuration not stated),-0.7,21,·,-1.0,·,-5,·,·,·
Cc1csc(NC(=O)c2ccc[nH]c2=O)n1,0.4,6,-3,0.9,14,-10,5,-21,3
O=C(NCCc1cccs1)c1cccs1,0.2,-1,-15,-0.1,6,-3,1,-6,-7
C=CCNc1nc(C(=O)OCC(=O)Nc2ccc(S(N)(=O)=O)cc2)cs1,1.0,2,0,0.9,8,-5,1,-3,-4
O=C(Nc1cc(S(=O)(=O)Nc2ccccc2F)ccc1Cl)c1ccc(F)cc1F,-1.1,-13,11,-1.1,-4,-6,-1,-6,-8
O=C(CCSc1nnc(-c2ccco2)o1)N1CCOCC1,1.1,-3,-4,1.3,7,5,1,-3,-2
O=C(NC(=S)Nc1ccc(N2CCCCC2)c(Cl)c1)c1cccs1,0.8,2,-18,0.6,3,-5,4,-4,-1
O=C(Nc1nc2c(s1)CCCC2)c1cc(-c2ccncc2)nc2ccccc12,-0.5,-16,-4,-0.4,-1,-7,1,11,-2
OC1CCN(Cc2ccc3ccccc3c2)CC1,·,·,4,·,5,·,1,-10,-5
Cc1ccc(N2CCN(C(=O)c3ccccc3NC(=O)C3CCCCC3C(=O)O)CC2)cc1 (configuration not stated),4.0,5,-3,0.8,1,4,6,-3,-4
CC(=O)Nc1ccc(S(=O)(=O)Nc2ccc3ccccc3n2)cc1,8.2,-11,12,-0.4,-3,-9,1,-1,-2
O=C(c1ccc(S(=O)(=O)NCC2CCCO2)cc1)N1CCN(c2ccccc2)CC1 (configuration not stated),2.0,-9,11,-1.0,2,-3,4,6,-7
CCC(C)(C)c1nnc(NC(=O)CCC2CCCCC2)s1,0.0,-14,-10,-1.3,9,-2,-1,-6,-2
COCC(=O)Nc1nc(-c2ccc(C)cc2)c(C)s1,-1.1,-8,-24,-2.0,8,-2,-6,-23,-6
CCCCN(Cc1cc2cc(C)ccc2[nH]c1=O)C(=O)c1ccccn1,0.1,-14,-25,-0.7,17,-10,1,-16,-2
Cc1cccc(NC(=O)CN2CCC(NC(=O)C3CCCCC3)CC2)c1C,2.0,-8,-2,1.5,-3,3,2,1,-6
CN(CC(=O)Nc1ccccc1Cl)CC(=O)Nc1c(F)cccc1F,0.8,-12,8,0.8,9,-4,4,0,-5
COc1ccccc1NC(=O)N1CCCC1C(=O)NCCc1ccccc1 (configuration not stated),-1.0,-3,-17,-0.1,9,0,1,-8,-4
Cc1nc(C)c(NC(=O)N2CCc3ccccc32)cc1NC(=O)N1CCc2ccccc21,-0.9,1,-9,-2.8,-3,-13,13,0,-6
CN(C)/C=C(/C(=O)c1ccc(Cl)cc1)S(C)(=O)=O,1.2,-17,-9,-1.1,8,-7,2,-5,-7

# Just TAAR1 agonist, OXTR ag and OXTR potentiator (seven entries from above):
structure | TAAR1 agonist | OXTR ag | OXTR potentiator
COCC(=O)Nc1nc(-c2ccc(C)cc2)c(C)s1 | -6 | -2.0 | -2
CCCCN(Cc1cc2cc(C)ccc2[nH]c1=O)C(=O)c1ccccn1 | 1 | -0.7 | -10
Cc1cccc(NC(=O)CN2CCC(NC(=O)C3CCCCC3)CC2)c1C | 2 | 1.5 | 3
CN(CC(=O)Nc1ccccc1Cl)CC(=O)Nc1c(F)cccc1F | 4 | 0.8 | -4
COc1ccccc1NC(=O)N1CCCC1C(=O)NCCc1ccccc1 (configuration not stated) | 1 | -0.1 | 0
Cc1nc(C)c(NC(=O)N2CCc3ccccc32)cc1NC(=O)N1CCc2ccccc21 | 13 | -2.8 | -13
CN(C)/C=C(/C(=O)c1ccc(Cl)cc1)S(C)(=O)=O | 2 | -1.1 | -7

# The main list resumes; the 2 compounds before the break are reprinted first.
SMILES,V1aR counter,CHO parental Ca,TAAR1 antagonist,OXTR ag,CHRM1 PAM,OXTR potentiator,TAAR1 agonist,M1 antag,M1 ag
Cc1nc(C)c(NC(=O)N2CCc3ccccc32)cc1NC(=O)N1CCc2ccccc21,-0.9,1,-9,-2.8,-3,-13,13,0,-6
CN(C)/C=C(/C(=O)c1ccc(Cl)cc1)S(C)(=O)=O,1.2,-17,-9,-1.1,8,-7,2,-5,-7
COc1cccc(C2NC(=S)NC3=C2CCc2ccccc23)c1 (configuration not stated),0.0,-10,-5,-1.2,0,1,-1,0,-5
COc1ccc(-c2nc3c(C)cc(Br)cn3c2Cc2ccc(C)cc2)cc1OC,·,·,-20,·,3,·,0,-20,-6
CC(C)(C)c1ccc(C(=O)Nc2cccnc2)cc1,0.1,10,-9,0.1,1,2,1,-10,-8
CCOc1ccc(NC(=S)c2ccncc2)cc1,8.5,-8,-4,7.4,-1,-12,4,-6,-2
CC1(C)CC(=O)C=C(Nc2ccc([N+](=O)[O-])cc2)C1,1.2,-8,9,0.2,1,-3,0,-9,-5
CCCOc1ccc(S(=O)(=O)n2cc(Br)c(=O)[nH]c2=O)cc1,0.4,-6,-6,0.5,2,1,1,-11,-1
CCC1=C/C(=C/N(C)c2ccccc2)C(=O)S1,0.6,-10,-4,-2.1,7,-8,1,-11,-4
CC(C)[C@H](NC(=O)c1ccccc1F)C(=O)Nc1cccc(S(=O)(=O)N2CCOCC2)c1,·,·,-3,·,-1,·,2,-12,-4
CC1=CC(C2CC(=O)N(c3ccccc3C)C2=O)CC2C(=O)N(c3ccccc3C)C(=O)C12 (configuration not stated),2.1,-23,12,0.9,-5,-2,1,8,-2
CC(C)NC(=O)N(C)C[C@@H]1Oc2ccc(NC(=O)CCN3CCOCC3)cc2CC(=O)N([C@@H](C)CO)C[C@@H]1C,1.5,1,16,1.4,5,-5,8,-3,-4
COc1ccc(S(=O)(=O)N2CCc3ccccc32)cc1NC(C)=O,1.0,-12,7,1.5,6,-7,9,-5,-4
CCc1nc2ccc(C(=O)Nc3ccc4c(c3)OCC(=O)N4)cn2c1N(C)Cc1nccn1C,·,·,-44,·,2,·,2,-2,-7
C=CCNC(=S)Nc1ccc(C(N)=O)cc1,1.0,-2,-3,1.0,-5,-10,2,1,-7
Cc1cc(C)nc(SC(C)C(=O)Nc2ccc(S(N)(=O)=O)cc2)n1 (configuration not stated),0.1,-2,-9,0.6,5,2,1,-12,-6
O=C(Sc1cccc2cccnc12)c1ccccc1Br,-0.8,2,6,-1.2,3,-15,5,19,-4
CCCCOCCCNC(=O)CC(C)c1ccccc1 (configuration not stated),-0.6,-6,9,-1.2,3,-1,1,3,-5
O=C(c1c[nH]c2ccccc12)N1CCN(c2ccccc2)CC1,0.8,-4,-16,2.1,8,-20,2,-11,-3
Cc1ccc(C(=O)NCC(=O)NCCCc2ccccc2)s1,-0.1,-17,-10,-0.5,3,-6,-2,-7,-7
CC1(C(=O)NS(=O)(=O)c2ccc(F)cc2F)CCN1C(=O)CC(c1ccccc1)c1ccccc1 (configuration not stated),·,·,2,·,11,·,3,-14,-2
C/C=C(/CCC1NCCc2c1[nH]c1ccccc21)[Si](C)(C)C (configuration not stated),·,·,-1,·,-13,·,3,11,-7
CC(C)(CO)N=Cc1c(O)[nH]c2ccccc12,0.9,-20,·,1.1,1,-6,·,-1,-3
COc1ccc(C(=O)NC(=S)NNC(=O)c2ccc(C)cc2)cc1,108*,49*,106*,82*,-21,-23,170*,31,87*
CN(C)CC/C=C1/c2ccc(F)cc2Sc2ccc(Cl)cc21,9.1,6,-5,16,-25,-3,34,100*,-6
O=C(Cc1ccccc1)Nc1ccccc1N1CCOCC1,-0.8,-10,-7,-0.9,-7,-9,16,12,-1
COc1ccccc1CCC(=O)Nc1ncc(C)s1,-0.7,-7,-14,-1.7,18,-3,4,-21,-6
C[C@H](CO)N1C[C@H](C)[C@@H](CN(C)S(C)(=O)=O)Oc2ccc(NS(=O)(=O)c3cn(C)cn3)cc2C1=O,2.1,7,-5,0.7,-6,1,-1,11,-1
CCOC(=O)C1CCCCN1Cc1ccc(F)cc1 (configuration not stated),1.0,-2,-12,-1.4,0,-10,5,2,-4
O=S(=O)(Nc1cccnc1)c1ccc(C2CCCCC2)cc1,14,35*,24,19,-19,-19,56*,27*,6
O=S(=O)(Nc1ccc(O)c2ccccc12)c1ccc(OC(F)(F)F)cc1,0.0,-5,-19,-0.4,4,-3,-1,-12,-2

# Whole records, quoted from the list.
# CC(C)(CO)N=Cc1c(O)[nH]c2ccccc12 as listed: V1aR counter = 0.9; CHO parental Ca = -20; TAAR1 antagonist = ·; OXTR ag = 1.1; CHRM1 PAM = 1; OXTR potentiator = -6; TAAR1 agonist = ·; M1 antag = -1; M1 ag = -3
# CC1=CC(C2CC(=O)N(c3ccccc3C)C2=O)CC2C(=O)N(c3ccccc3C)C(=O)C12 (configuration not stated) as listed: V1aR counter = 2.1; CHO parental Ca = -23; TAAR1 antagonist = 12; OXTR ag = 0.9; CHRM1 PAM = -5; OXTR potentiator = -2; TAAR1 agonist = 1; M1 antag = 8; M1 ag = -2
# O=C(c1ccc(S(=O)(=O)NCC2CCCO2)cc1)N1CCN(c2ccccc2)CC1 (configuration not stated) as listed: V1aR counter = 2.0; CHO parental Ca = -9; TAAR1 antagonist = 11; OXTR ag = -1.0; CHRM1 PAM = 2; OXTR potentiator = -3; TAAR1 agonist = 4; M1 antag = 6; M1 ag = -7
